Cav32 inh: blocks human Cav3.2 T-type calcium channel. Cav3.2-expressing cells, Fluo-4 calcium fluorescence FDSS; hits give low values. AID 449739. B-score at 10 µM. O95180. 4% of 100,000 active;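 active = single-dose well whose peak fluorescence ratio is a statistical outlier from its plate by either plate-standardised score or position-corrected B-score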
Target sequence (O95180 whole entry, looked up): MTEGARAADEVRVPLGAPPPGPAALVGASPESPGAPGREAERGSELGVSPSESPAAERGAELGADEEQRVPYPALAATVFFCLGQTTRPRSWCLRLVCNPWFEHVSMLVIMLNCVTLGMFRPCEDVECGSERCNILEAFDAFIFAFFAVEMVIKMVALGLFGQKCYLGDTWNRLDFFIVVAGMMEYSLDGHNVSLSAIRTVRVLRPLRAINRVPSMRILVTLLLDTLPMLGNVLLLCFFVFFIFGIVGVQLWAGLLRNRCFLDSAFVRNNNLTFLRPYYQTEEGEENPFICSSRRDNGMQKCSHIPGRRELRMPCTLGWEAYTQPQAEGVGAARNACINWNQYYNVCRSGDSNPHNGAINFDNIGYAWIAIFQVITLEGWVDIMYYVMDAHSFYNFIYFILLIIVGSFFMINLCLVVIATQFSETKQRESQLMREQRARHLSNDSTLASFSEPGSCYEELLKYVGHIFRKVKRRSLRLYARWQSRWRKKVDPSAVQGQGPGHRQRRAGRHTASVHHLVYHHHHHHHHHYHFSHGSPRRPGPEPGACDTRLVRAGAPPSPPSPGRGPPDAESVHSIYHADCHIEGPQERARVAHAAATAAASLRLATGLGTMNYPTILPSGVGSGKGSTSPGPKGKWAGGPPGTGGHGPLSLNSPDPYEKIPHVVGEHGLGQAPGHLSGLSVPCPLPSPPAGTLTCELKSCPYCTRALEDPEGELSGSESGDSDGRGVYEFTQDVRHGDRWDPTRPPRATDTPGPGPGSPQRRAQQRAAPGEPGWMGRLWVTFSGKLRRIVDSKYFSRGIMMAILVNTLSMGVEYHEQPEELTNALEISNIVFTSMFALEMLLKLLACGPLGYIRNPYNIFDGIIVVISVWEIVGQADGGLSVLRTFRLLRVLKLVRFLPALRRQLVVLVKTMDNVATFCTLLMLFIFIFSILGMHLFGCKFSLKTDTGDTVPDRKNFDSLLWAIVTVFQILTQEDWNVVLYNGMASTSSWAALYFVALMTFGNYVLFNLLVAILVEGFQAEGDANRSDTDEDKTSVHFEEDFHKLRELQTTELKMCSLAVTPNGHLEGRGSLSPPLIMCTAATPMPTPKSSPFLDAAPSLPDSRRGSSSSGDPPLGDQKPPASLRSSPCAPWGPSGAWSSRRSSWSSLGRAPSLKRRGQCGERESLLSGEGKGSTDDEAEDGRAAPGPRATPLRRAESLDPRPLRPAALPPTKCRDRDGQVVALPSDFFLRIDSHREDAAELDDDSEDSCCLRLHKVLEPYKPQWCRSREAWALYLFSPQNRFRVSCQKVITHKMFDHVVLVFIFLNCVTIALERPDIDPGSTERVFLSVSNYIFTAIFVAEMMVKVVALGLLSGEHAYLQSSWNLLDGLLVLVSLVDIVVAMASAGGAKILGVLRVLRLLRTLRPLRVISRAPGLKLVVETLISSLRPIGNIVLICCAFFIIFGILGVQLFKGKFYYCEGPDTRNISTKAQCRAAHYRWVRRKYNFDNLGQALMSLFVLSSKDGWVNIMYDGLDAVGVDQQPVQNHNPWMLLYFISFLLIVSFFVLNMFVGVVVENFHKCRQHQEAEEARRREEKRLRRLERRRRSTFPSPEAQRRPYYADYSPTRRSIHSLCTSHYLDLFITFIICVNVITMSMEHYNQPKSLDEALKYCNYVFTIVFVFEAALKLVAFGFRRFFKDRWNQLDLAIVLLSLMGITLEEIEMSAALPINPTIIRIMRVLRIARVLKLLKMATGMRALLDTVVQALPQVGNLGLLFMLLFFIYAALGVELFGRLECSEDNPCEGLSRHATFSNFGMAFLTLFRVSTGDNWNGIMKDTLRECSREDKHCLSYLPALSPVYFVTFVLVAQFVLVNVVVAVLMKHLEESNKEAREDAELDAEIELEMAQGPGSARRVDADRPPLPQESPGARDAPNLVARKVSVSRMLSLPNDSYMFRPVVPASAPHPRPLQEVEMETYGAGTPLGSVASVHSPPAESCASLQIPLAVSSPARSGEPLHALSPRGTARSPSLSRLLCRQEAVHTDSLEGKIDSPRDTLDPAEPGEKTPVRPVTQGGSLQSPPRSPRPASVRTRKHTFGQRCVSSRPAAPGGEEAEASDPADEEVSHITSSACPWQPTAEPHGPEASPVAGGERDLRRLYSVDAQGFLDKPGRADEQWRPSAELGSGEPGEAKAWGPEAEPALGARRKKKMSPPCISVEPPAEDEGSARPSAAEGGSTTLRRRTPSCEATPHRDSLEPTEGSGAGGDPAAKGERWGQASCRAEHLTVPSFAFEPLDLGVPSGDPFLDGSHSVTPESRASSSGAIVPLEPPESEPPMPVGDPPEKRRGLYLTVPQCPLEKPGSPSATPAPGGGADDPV
Numbers without * were called inactive. This is a subset; the hit share may differ from the screen's.

Cav32 inh	SMILES
1.4	c1ccc(Cc2nnc3sc(-c4cccnc4)nn23)cc1
0.19	Cc1ccc(CNCC2CCCO2)s1 (stereo not given)
-0.027	COc1ccccc1NC(=O)N1CCCC(c2nc3c(nnn3Cc3ccc(C)cc3)c(=O)[nH]2)C1 (stereo not given)
-0.13	CCOc1ccc(CC(=O)Nc2c(C(N)=O)oc3ccc(Br)cc23)cc1OCC
0.047	COc1ccc2[nH]c(C)c(CN3CCCCC3)c(=O)c2c1
0.06	O=C(Oc1ccc(Br)cc1)C1CC(=O)N(c2ccc(F)cc2)C1 (stereo not given)
-0.47	Cn1c(SCC(=O)NCc2ccc3c(c2)OCO3)nnc1-c1cc2ccccc2cc1O
-1.3	CCOc1ccccc1C(=O)Nc1cc(OC)ccc1OC
0.54	CCOC(=O)Cc1nnc(NC(=O)C(CC)Sc2nc(C)cc(C)n2)s1 (stereo not given)
0.75	CCn1c(C)nc2cc(C(=O)NNS(=O)(=O)c3ccc(C)cc3C)ccc21
0.35	CCc1c(C)sc(NC(=O)CSc2nc3c(c(C(F)(F)F)n2)CCc2ccccc2-3)c1C#N
0.16	Cc1cccc(NC(=O)CN(C)S(=O)(=O)c2cnc[nH]2)c1
-0.13	O=C1c2ccccc2C(Nc2ccccc2)N1c1ccc(Cl)cn1 (stereo not given)
0.031	COc1cccc(C2=NOC(C(=O)NCc3cccs3)C2)c1 (stereo not given)
-0.65	N/C(Cc1ccc([N+](=O)[O-])cc1)=N\OC(=O)COc1ccc2ccccc2c1
0.32	CCS(=O)(=O)CCSc1nc(C)cc(C)n1
0.12	COc1ccc(C(=O)CSc2nnc(-c3cc4ccccc4cc3O)n2Cc2ccco2)cc1
-0.15	COCCCNC(=O)C(=O)N/N=C/c1ccc(OCC(=O)Nc2cccc(Cl)c2C)c(OC)c1
-5.2*	N#Cc1nc(Cc2ccccc2)oc1N1CCC(Cc2ccccc2)CC1
2	CCCCn1c(CNC(=O)C23CC4CC(CC(C4)C2)C3)nnc1SCC(=O)Nc1nnc(C)s1
-0.42	COc1cc(S(=O)(=O)N(Cc2ccc(C)cc2)Cc2ccco2)ccc1-n1cnnn1
-2.4	COc1cc(NC(=O)c2ccccc2)c(OC)cc1NC(=O)CN1CCN(c2ccccn2)CC1
0.027	COc1ccccc1-c1nnc2n1N=C(C)CS2
-0.57	CCOC(=O)C1=C(CC)Nc2ccccc2N=C1NC(=O)Nc1ccccc1OC
-0.46	CCSc1nccc(-c2nn(-c3ccc(C)cc3)ccc2=O)n1
-0.59	CCCn1nnc(NC(=O)C(c2ccccc2)c2ccccc2)n1
-3.4	CCC(C)n1c(NC(=O)c2ccccc2)c(C#N)c2nc3ccccc3nc21 (stereo not given)
0.92	CC(NC(=O)CSc1ncccn1)c1ccccc1 (stereo not given)
1.3	CCC(=O)N1CC2(CC(c3cccc(NC(=O)CC(c4ccccc4)c4ccccc4)c3)=NO2)C[C@H]1C(N)=O (stereo not given in full)
-0.0032	CCC(C(=O)NCc1ccc(F)cc1)N(Cc1ccco1)C(=O)c1snc(C(N)=O)c1N (stereo not given)
-1.4	CC(C)OC(=O)CSc1nc2cc3c(cc2cc1C#N)OCO3
-1.3	COc1ccccc1C(=O)N1C(CC(=O)Nc2cc(Cl)ccc2C)C(=O)NC2CCCCC21 (stereo not given)
-0.47	O=S(=O)(NCC1CCCO1)c1ccc2ccccc2c1 (stereo not given)
-0.75	C=CCn1c(=S)[nH]c2ccccc2c1=O
-0.69	COc1ccc(CCNC(=O)CC2Oc3ccc(Cl)cc3NC2=O)cc1OC (stereo not given)
-0.52	Cc1ccsc1/C=N/Nc1ncc(Cl)cc1Cl
3.2	CCN(C(=O)c1cn(C)c(=O)c2cc(OC)c(OC)cc12)c1cc(OC)ccc1OC
0.46	O=C(NCCc1csc(-c2cccnc2)n1)c1ccc(Br)o1
0.27	Cc1ccc(-c2ccc(C(=O)O)[nH]2)cc1
-4.2	CN1CCN(S(=O)(=O)c2ccc(NC(=O)Nc3cccc(Cl)c3)cc2)CC1
0.035	COCCN(CCOC)c1ncnc2c1cnn2-c1ccc(Cl)cc1
0.6	COC(=O)[C@@H](NC(=O)NCc1ccco1)C(C)C
-5.4*	COc1cccc(NC(=O)CN2C(=O)COc3ccc(Cl)cc32)c1
1.7	O=C(NCCCN1CCOCC1)C(Sc1ccccc1)c1ccccc1 (stereo not given)
0.35	CCCn1nc(CC(=O)O)c2ccccc2c1=O
0.07	CCn1c(-c2ccc(N)cc2)nc2ccccc21
0.017	CCCNC(=O)C(C)n1c2ccccc2c2nc(=O)cc(C)n21 (stereo not given)
-5.1*	CCOC(=O)C1=C(CSc2nc3c(cc2C#N)CCC3)OC(N)=C(C#N)C1c1ccccc1 (stereo not given)
0.35	Cc1ccc(NC(=O)CC(NCCN2CCOCC2)C(=O)O)cc1Cl (stereo not given)
-3.6	Cc1cc2cc(CNC(=O)c3ccc(S(=O)(=O)N4CCCCC4)cc3)ccc2[nH]1
-0.036	CC1CCN(C(=S)c2ccccc2O)CC1
0.8	CCOc1ccccc1C(=O)N(CN1CCCC1=O)c1cccc(Cl)c1
0.11	COCC(C)NC(=O)C1CC(=O)N(c2ccc(C)cc2)C1 (stereo not given)
-1.8	CN1CCN(S(=O)C23CC4CC(CC(C4)C2)C3)CC1 (stereo not given)
0.087	C=CCn1c(SCC(=O)c2ccc(OC)cc2)nnc1C(C)NC(=O)c1cccs1 (stereo not given)
-0.19	COC(=O)c1nc(-c2ccccc2)n[nH]1

(list continues)
Cav32 inh	SMILES
-3.4	CCCCn1c(NC(=O)C2CCCCC2)nc2ccccc21
0.0074	COc1cc(OC)c(NC2=NCCCCC2)cc1Cl
0.00056	CCn1c2ccccc2c2cc(NC(=S)N3CCOCC3)ccc21
-2.1	CCOC(=O)C1=C(CSc2nc3ccccc3s2)NC(=O)NC1c1cc(C)ccc1C (stereo not given)
0.46	Cc1nn(-c2ccccc2)c2sc(C(=O)NC3CCCCC3)cc12
0.065	Cc1ccc(S(=O)(=O)NCCC(=O)NCCN2CCCCCC2)cc1
0.57	COc1ccc(OC)c(S(=O)(=O)N2CCCC(C)C2)c1 (stereo not given)
0.81	CCOC(=O)c1c(NC(=O)Cc2cccs2)sc(C(=O)NC2CCCC2)c1C
-1	COc1ccc(CNC(=O)c2ccccc2[N+](=O)[O-])cc1
0.48	NC(=O)C1(c2ccccc2)CCOCC1
-3.4	C=CCN(C(=O)CN1CCOCC1)c1nc(C)c(-c2ccccc2)s1
-0.1	Cc1cc(OCC(=O)Nn2cnnc2)c(C)cc1Br
0.46	C(=N\n1cnnc1)/c1cccc(OCCOc2ccccc2)c1
0.31	Cc1cc(C)cc(NC(=O)CSc2nnc(-c3ccccc3)n2N)c1
0.17	COc1ccc(C(=O)NCC(=O)OCC(=O)N2CC(C)CC(C)C2)cc1 (stereo not given)
-0.42	CCOc1cc(NC(=S)NCC2CCCO2)c(OCC)cc1NC(=O)c1cccc(C)c1 (stereo not given)

Among those listed so far, two have a nitro group on carbon:
Cav32 inh	SMILES
-0.65	N/C(Cc1ccc([N+](=O)[O-])cc1)=N\OC(=O)COc1ccc2ccccc2c1
-1	COc1ccc(CNC(=O)c2ccccc2[N+](=O)[O-])cc1

(more compounds)
Cav32 inh	SMILES
0.27	O=C(CSc1cnc2ccccc2n1)NC1CCCC1
-0.04	O=C(O)CC(=O)Nc1cc(Cl)ccc1O
0.0032	CCC(CC)NC(=O)Cc1ccc(S(=O)(=O)N2CCOCC2)s1
0.045	CC(NS(=O)(=O)c1ccccc1)C(N)=O (stereo not given)
0.57	NC(=O)c1ccccc1NS(=O)(=O)c1ccc2c(c1)OCCO2
-0.066	COc1ccc(CC(NC(C)=O)C(=O)NC2CCN(C(=O)Nc3ccccc3Cl)CC2)cc1OC (stereo not given)
-2.1	COc1cc(C)c(S(=O)(=O)n2ccc(C)n2)cc1C
3.1	Cn1ncc2c(Nc3cccc4ccccc34)ncnc21
0.9	COc1ccc(OC)c(NC(=O)C23CCC(C)(C(=O)O2)C3(C)C)c1 (stereo not given)
0.51	O=C(NC1CCCCC1)c1ccc(S(=O)(=O)NCc2cccnc2)cc1
-2.9	COc1ccc(CC(NC(C)=O)C(=O)N2CCN(C(=O)N(C(C)C)C(C)C)CC2)cc1 (stereo not given)
0.31	Cc1cc(C)c(NC(=O)CSc2nnc(SCC(=O)Nc3c(C)cc(C)cc3C)n2N)c(C)c1
0.2	COc1ccc(NC(=O)CNS(=O)(=O)c2ccc3nc(C)sc3c2)c(OC)c1
1.4	COc1ccc(-n2c(SCC(=O)Nc3nccs3)nc3c(c2=O)SC(C)C3)cc1 (stereo not given)
-2.4	COc1ccc(S(=O)(=O)N2CCN(c3ccccn3)CC2)cc1OC
-0.0062	CCC/C(O)=N\S(=O)(=O)c1ccc(N=NN(C)C)cc1
0.044	CSc1nnc(-c2cccs2)n1-c1ccccc1
-1	COc1ccc2ccc(=O)oc2c1CC=C(C)C
-0.85	CS(=O)(=O)c1ccccc1-c1nc(-c2ccc(C(F)(F)F)cc2)no1
-3.4	O=C1C2C3C=CC(C3)C2C(=O)N1/N=C/c1cn(Cc2ccc(F)cc2)c2ccccc12 (stereo not given)
-2.1	Cc1ccc(NS(=O)(=O)c2cc(OCC(N)=O)c(C)cc2Cl)cc1C
-0.51	CCCCCc1c(O)nc(SCC(=O)NCC2CCCO2)[nH]c1=O (stereo not given)
0.0094	CC(=O)c1ccc(N2CCN(C(=S)Nc3cccc(F)c3)CC2)cc1
-1.7	O=C(O)/C=C\C(=O)Nc1ccccc1C#Cc1ccc(Br)cc1
-0.34	CCOC(=O)C1CCN(Cc2ccc(O)c3ncccc23)CC1
-0.14	COc1ccc(CCN(C(=O)C(F)(F)F)C(C(=O)NC2CCCCC2)c2ccc(C)s2)cc1OC (stereo not given)
-0.33	COC(=O)C(C)Sc1nc2c(cnn2-c2ccc(C)cc2)c(=O)[nH]1 (stereo not given)
0.6	COc1ccc(CCNC(=O)c2cc(-c3ccc4c(c3)OCO4)on2)cc1OC
0.15	O=C(O)c1ccccc1C(=O)Nc1ccccn1
-0.24	Cc1ccccc1CN1CCNC1=O
-2.6	O=C(O)c1cccc(CSc2nc(-c3ccc(Cl)cc3)cc(C(F)(F)F)n2)c1
-0.84	CCCc1nc2c(C)cc(C)cc2c(N)c1CC
0.87	CN1C(=O)CC(N2CCN(CC(=O)N3CCCC3)CC2)C1=O (stereo not given)
-7.1*	O=C(Nc1nnc(-c2ccccc2Cl)o1)c1ccc(S(=O)(=O)N2CCCCCC2)cc1
0.58	CCOC(=O)C1CCN(S(=O)(=O)c2ccc3c4c(cccc24)C(=O)N3)CC1
-0.2	CCCc1nnc(NC(=O)CCN2C(=O)c3ccccc3C2=O)s1
0.47	COc1ccc(-n2c(SCC(N)=O)nnc2-c2ccc(NS(=O)(=O)c3ccc(C)cc3)cc2)cc1
0.16	Cn1nnnc1SCCNCc1ccc(Cl)cc1
-3.2	CC(C)OC(=O)c1cccc(C(=O)O)n1
-0.25	Cc1cc(NC(=O)c2ccc3c(c2)OCO3)no1
-4.6*	CC12CC(NC(=O)N1c1cccc(C(=O)N3CCN(c4ccccc4F)CC3)c1)c1ccccc1O2 (stereo not given)
1.3	Cc1ccsc1C1C2=C(CC(C)(C)CC2=O)Nc2ncnn21 (stereo not given)
0.27	COC(=O)[C@@]1(C)CC[C@]2(C)CC[C@@]3(C)C(=CC(=O)C4[C@@]5(C)CC[C@H](O)C(C)(C)[C@@H]5CC[C@]43C)[C@H]2C1 (stereo not given in full)
-1.6	Cc1nc(C(=O)NC2CCCCC2)sc1C1(C)CC(c2cccc([N+](=O)[O-])c2)=NO1 (stereo not given)
1	O=C(CCS(=O)(=O)c1ccc(Br)s1)NC1CCCC1
-0.034	NC(=O)CC(NC(=O)c1ccccc1)c1ccc(NCc2ccccc2)c([N+](=O)[O-])c1 (stereo not given)
-4.5*	CCCCn1c(-c2ccccc2)cnc1SCC(=O)NCCc1ccc(OC)c(OC)c1
-2.5	CCc1nc(N(CC)CC)c2oc3ccccc3c2n1
0.54	O=C(CSc1ccc2nnc(-c3ccc(F)cc3)n2n1)NCC1CCCO1 (stereo not given)
-0.71	CN(CCOc1ccc(-c2ccn(S(=O)(=O)c3c(Cl)cccc3Cl)n2)cc1)c1ccccn1
0.94	Cc1cc2c(c(=O)n1Cc1ccccn1)C(C(C)C)C(C#N)=C(N)O2 (stereo not given)
0.014	Cc1ccc(C)c(C(=O)CN2C(=O)CCC2=O)c1
-1.2	COc1ccc(S(=O)(=O)Cc2ccc(C(=O)N3CCN(c4ccc(Cl)cc4)CC3)o2)cc1

Filtered by structure, the compounds so far containing two or more sulfur atoms.
Cav32 inh	SMILES
0.54	CCOC(=O)Cc1nnc(NC(=O)C(CC)Sc2nc(C)cc(C)n2)s1 (stereo not given)
0.35	CCc1c(C)sc(NC(=O)CSc2nc3c(c(C(F)(F)F)n2)CCc2ccccc2-3)c1C#N
0.32	CCS(=O)(=O)CCSc1nc(C)cc(C)n1
2	CCCCn1c(CNC(=O)C23CC4CC(CC(C4)C2)C3)nnc1SCC(=O)Nc1nnc(C)s1
0.087	C=CCn1c(SCC(=O)c2ccc(OC)cc2)nnc1C(C)NC(=O)c1cccs1 (stereo not given)
-2.1	CCOC(=O)C1=C(CSc2nc3ccccc3s2)NC(=O)NC1c1cc(C)ccc1C (stereo not given)
0.81	CCOC(=O)c1c(NC(=O)Cc2cccs2)sc(C(=O)NC2CCCC2)c1C
0.0032	CCC(CC)NC(=O)Cc1ccc(S(=O)(=O)N2CCOCC2)s1
0.31	Cc1cc(C)c(NC(=O)CSc2nnc(SCC(=O)Nc3c(C)cc(C)cc3C)n2N)c(C)c1
0.2	COc1ccc(NC(=O)CNS(=O)(=O)c2ccc3nc(C)sc3c2)c(OC)c1
1.4	COc1ccc(-n2c(SCC(=O)Nc3nccs3)nc3c(c2=O)SC(C)C3)cc1 (stereo not given)
0.044	CSc1nnc(-c2cccs2)n1-c1ccccc1
0.47	COc1ccc(-n2c(SCC(N)=O)nnc2-c2ccc(NS(=O)(=O)c3ccc(C)cc3)cc2)cc1
1	O=C(CCS(=O)(=O)c1ccc(Br)s1)NC1CCCC1
